Screening data (PubChem)
phage Ecoli inh = E. coli growth loss with phage present | AID 651602 | inhibition, % at 11.9 µM | 0.26% of 360,000 active | growth absorbance; in the data active = inhibition above about 11%
HTR5A inv ag = HTR5A inverse agonism, opioid heterodimer counter-screen | P47898 | HTR5A cell line, luminescence | inhibition, % at 9.3 µM | 0.083% of 340,000 active | AID 504634; in the data active = inhibition mostly above about 23%, no sharp cut-off; inactive = mostly below about 18%;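 also: 0% = cells with DMSO and 100% = no-cell wells with DMSO; some compounds called inactive have numbers as strong as hits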
E coli growth = bacterial growth inhibition, counter-screen for AddAB inhibitors; E. coli V3065 growth, OD600 absorbance, 18 h; inhibition, % at 11.9 µM; 0.27% of 330,000 active; AID 449728;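 active = inhibition above the campaign's mean inhibition across all tested compounds plus 3 SD, cut at about 9.9% in these data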;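 also: uninfected addAB+ strain grown without phage in ampicillin broth; 0% = DMSO wells and 100% = ciprofloxacin 0.95 µg/ml wells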
HTR5A ag ctr = HTR5A agonism, opioid heterodimer counter-screen; activation, % at 9.3 µM; 0.61% of 340,000 active; HTR5A agonist assay, luminescence, cell-based; AID 504692; in the data active = activation mostly above about 9.5%, no sharp cut-off; inactive = mostly below about 7.6%;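 also: 0% = cells with vehicle only and 100% = reference agonist; strong numbers were not always called active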
OPRM1-OPRD1 inv = mu-delta opioid heterodimer inverse agonism; 0.21% of 340,000 active; AID 504357; P35372+P41143; cell-based MOR-DOR heterodimer luminescence; inhibition, % at 9.3 µM; in the data active = inhibition above about 22%, passing the limit was not always enough;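 also: 0% = cells with DMSO and 100% = wells without cells with DMSO; values of inactives mirror those of a sister screen read the other way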
SUMO Mot1 rescue = inhibitors of SUMOylation pathway: yeast Mot1-301 growth rescue; S. cerevisiae Mot1-301 growth rescue, ATP luminescence, 38.5C; percent above DMSO median, 100 means doubled; growth rescue, % at 18.8 µM; 1% of 320,000 active; AID 2716;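 active = every valid replicate shows activation above 250% relative to neutral control wells; inactive = the rest, any valid replicate at or below 250%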;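 also: OY570 slx delta 5 strain wells were the positive control but not used for scaling; some compounds called inactive have numbers as strong as hits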
AddAB inh = less growth of phage-infected E. coli with AddAB | inhibition, % at 11.9 µM | E. coli expressing H. pylori AddAB, absorbance growth | 0.29% of 330,000 active | AID 435030; in the data active = inhibition above about 12%;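 also: 0% = vehicle wells of infected cells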
PfHsp90 yeast 2 = inhibits growth of yeast expressing Plasmodium falciparum Hsp90; inhibition, % at 9.4 µM; S. cerevisiae expressing PfHsp90, BacTiter-Glo ATP, 48 h; yeast lacking PDR1 and PDR3 efflux regulators; AID 504621; 0.32% of 310,000 active;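 active = every replicate shows inhibition above about 80%, whatever the replicate mean, limit read from the data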;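 also: 0% = DMSO neutral controls and 100% = 20 µM radicicol positive controls; yeast relying on Plasmodium falciparum Hsp90 in place of its own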
PKA-R1A activ = activates the PKA-R1A holoenzyme complex; P00514+P68181; PKA-R1A dissociation, Cy5-IP20 fluorescence polarization; scaled: DMSO 0%, 113 µM cGMP 100%; activation, % at 11.4 µM; 0.083% of 340,000 active;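 active = percent activation above the mean of all tested compounds plus 3 SD, cut at about 19% in these data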;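 also: higher means more PKAc released from R1A so a rise in polarization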
Pemphigus Ab inh = blocks pemphigus antibody binding to human desmoglein-3. P32926. DSG3-coupled beads, scFv-anti-DSG3-GFP binding, flow cytometry; active compounds read low. binding (percent of control), % at 10 µM. 0.48% of 310,000 active;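 active = binding more than 3 SD below its plate's average and above zero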;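 also: hits lower antibody fragment binding to DSG3; some compounds called inactive have numbers as strong as hits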
Target sequence (P32926 whole entry, looked up, the tested form may be a part): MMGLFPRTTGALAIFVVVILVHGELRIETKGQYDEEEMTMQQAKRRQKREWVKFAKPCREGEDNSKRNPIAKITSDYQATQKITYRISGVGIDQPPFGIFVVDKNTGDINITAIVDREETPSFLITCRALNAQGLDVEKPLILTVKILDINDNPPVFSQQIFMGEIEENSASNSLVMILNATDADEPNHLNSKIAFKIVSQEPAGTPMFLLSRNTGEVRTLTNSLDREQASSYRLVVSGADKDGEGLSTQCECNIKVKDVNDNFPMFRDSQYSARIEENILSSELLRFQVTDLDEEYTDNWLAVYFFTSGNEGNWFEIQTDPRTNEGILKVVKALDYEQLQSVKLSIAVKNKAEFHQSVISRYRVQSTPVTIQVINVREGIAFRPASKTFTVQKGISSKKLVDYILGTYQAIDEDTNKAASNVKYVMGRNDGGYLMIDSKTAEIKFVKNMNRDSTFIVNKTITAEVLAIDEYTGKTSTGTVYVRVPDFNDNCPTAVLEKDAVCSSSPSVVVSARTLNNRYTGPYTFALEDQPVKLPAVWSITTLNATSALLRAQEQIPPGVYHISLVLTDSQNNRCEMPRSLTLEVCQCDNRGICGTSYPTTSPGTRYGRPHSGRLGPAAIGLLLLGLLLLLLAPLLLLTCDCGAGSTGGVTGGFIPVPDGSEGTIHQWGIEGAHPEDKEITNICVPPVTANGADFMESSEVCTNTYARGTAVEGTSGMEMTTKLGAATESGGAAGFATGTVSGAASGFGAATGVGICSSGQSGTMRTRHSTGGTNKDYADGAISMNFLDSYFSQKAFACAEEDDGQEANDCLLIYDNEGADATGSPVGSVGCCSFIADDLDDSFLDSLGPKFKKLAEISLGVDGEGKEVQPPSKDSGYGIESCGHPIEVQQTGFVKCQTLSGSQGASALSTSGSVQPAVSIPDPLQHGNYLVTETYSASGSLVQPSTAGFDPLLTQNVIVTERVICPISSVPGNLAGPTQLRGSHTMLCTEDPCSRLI
MOR-DOR ag = agonists of human mu-delta opioid receptor heterodimerization. P35372+P41143. cells, OPRM1-OPRD1 heterodimerization, luminescence. activation, % at 9.3 µM. 0.3% of 340,000 active. AID 504326; in the data active = activation above about 18%;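 also: 0% = vehicle-treated cells and 100% = reference agonist; values of inactives mirror those of a sister screen read the other way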
Active calls of the source: *; nt = not tested or not shown. This is a random part of the collection, and some 3.2% of all compounds hit somewhere here.

SMILES	phage Ecoli inh	HTR5A inv ag	E coli growth	HTR5A ag ctr	OPRM1-OPRD1 inv	SUMO Mot1 rescue	AddAB inh	PfHsp90 yeast 2	PKA-R1A activ	Pemphigus Ab inh	MOR-DOR ag
Cc1c(NC(=O)CNCc2ccc3c(c2)OCO3)c(=O)n(-c2ccccc2)n1C	0.5	24.2	0.2	2.8	9.7	13.9	2.0	4.8	-14.2	88.3	-1.9
CCc1sc(C(=O)NCCCN2CCCC2=O)cc1Br	1.9	3.7	0.1	2.1	6.4	-8.5	0.4	13.7	-7.4	103.1	-1.2
O=C(O)c1nc2nc(Cl)c(Cl)nc2[nH]1	1.2	2.4	2.2	-0.6	18.5	0.1	3.9	-28.2	-0.9	89.2	-3.6
O=c1cc(N2CCCCC2)c(-c2ccccc2)nn1Cc1ccccc1Cl	-0.2	-13.5	-0.6	5.4	-10.0	0.8	2.4	6.0	-12.0	nt	2.4
O=C(NCCOc1ccccc1F)C1CC(=O)N(Cc2ccccc2)C1 (stereo unspecified)	1.9	4.9	0.4	-1.4	12.3	-14.8	-2.5	nt	-3.9	91.7	-2.3
CC1(C)CC(=O)C2=C(C1)NC(=S)C(C#N)C21CCCCC1 (stereo unspecified)	-0.3	17.8	-2.5	-1.2	5.1	-7.9	0.1	-3.7	5.9	97.2	-1.0
O=C(NC1CCCCC1)C(c1cccs1)N(Cc1cccs1)C(=O)c1ccco1 (stereo unspecified)	-0.6	-8.4	-0.1	8.1	-0.4	-6.3	6.7	4.6	6.2	104.9	0.1
COc1ccc(Cn2nnnc2CN(Cc2cc3ccc(C)cc3[nH]c2=O)C2CCCC2)cc1	0.0	-19.8	0.5	4.3	5.0	6.6	0.6	7.4	1.0	98.3	-0.9
CCN=C(Nc1ccc2c(c1)OCO2)SC1CC(=O)N(c2ccc(OC)cc2)C1=O (stereo unspecified)	-2.5	2.8	0.7	-1.0	-7.8	100.8	2.7	-2.2	-10.6	105.1	1.3
Nc1nc2c3ccccc3nc(Cc3ccccc3)n2n1	0.1	-6.3	-1.7	2.7	-6.7	-13.0	-1.9	3.2	-7.3	101.6	1.1
COc1ccc(/C=C/C(=O)OCC(=O)NC2CCCC2)cc1	2.8	-22.4	1.2	9.2	14.6	9.1	2.0	nt	6.4	90.0	-3.6
CCOC(=O)c1c(CS(=O)(=O)c2ccccc2)n(C)c2cc(Br)c(O)c(CN(C)C)c12	3.0	-1.9	1.0	0.7	16.0	20.4	0.3	-8.4	1.3	93.1	-3.2
COc1ccccc1C1=NN(C2=NN=C(N)Cc3ncnn32)C(O)(C(F)(F)F)C1 (stereo unspecified)	3.5	-5.1	2.5	1.9	9.8	571.9	1.6	-17.1	-3.8	103.4	-2.1
O=C(CSc1n[nH]c(=O)[nH]c1=O)c1ccccc1[N+](=O)[O-]	1.7	20.1	-0.8	2.6	7.5	1.1	-1.6	16.6	-2.5	100.1	-1.4
Cc1cc(C(=O)Nc2ccc(N3CCOCC3)cc2)c2ccccc2n1	1.6	-10.1	-1.6	3.3	-0.5	6.2	-1.0	1.1	2.2	nt	0.1
Cc1c(C(=O)Nc2c(C)n(C)n(-c3ccccc3)c2=O)oc2ccc(Cl)cc12	-0.1	-37.6	1.1	9.4	8.3	9.9	1.1	4.5	-29.1	116.7	-1.6
CCn1cc(C(=O)OCC(=O)c2cc(C)n(-c3ccccc3)c2C)c(=O)c2ccc(C)nc21	-0.1	-13.1	-0.5	-0.4	11.2	-11.7	0.3	13.4	-4.3	76.0	-2.3
Cc1cccc(-c2noc(CCC(=O)NCc3ccccc3)n2)c1	0.2	2.1	1.7	4.5	5.4	-11.3	1.2	nt	2.4	97.2	-1.0
C=CCn1c(SCC(=O)NC2CCCCC2)nnc1-c1cccnc1	-0.7	-6.9	0.8	-0.8	17.1	-9.3	2.1	2.1	-6.2	118.6	-3.1
Cc1ccc(CN2CCN(Cc3cnc(C)s3)CC2CCO)cc1 (stereo unspecified)	3.2	-8.1	-1.1	3.1	12.9	-4.4	5.3	2.6	-12.3	97.1	-2.2
CCCN(CCC)c1nc2c(C)cccn2c(=O)c1/C=C1/SC(=S)N(Cc2ccco2)C1=O	nt	-3.0	nt	0.8	9.0	nt	nt	-35.1	-0.4	142.9	-1.9
Cc1occc1-c1nc(-c2ccncc2)no1	2.1	-11.0	-0.1	-1.4	-9.8	18.8	-0.3	22.5	-5.2	106.0	1.8
COc1ccc(C(=O)/C=C/C(=O)N(CC(=O)NC2CCCCC2)Cc2ccccc2OC)c(O)c1	2.8	-12.8	nt	4.5	-3.9	nt	nt	-6.0	-16.9	101.0	0.8
Cc1cc(C)c(C)c(OCC(=O)NCCN(C)C)c1	2.6	-19.3	3.0	-2.3	14.4	251.4	0.3	-13.3	0.8	108.5	-2.5
CC1CN(C(=O)c2nn(C)cc2[N+](=O)[O-])CC(C)O1 (stereo unspecified)	1.5	7.7	1.4	-1.2	4.5	5.5	5.8	15.6	8.6	103.0	-1.0
O=C(Nc1ccc(O)cc1C(=O)O)c1ccc(NC(=O)c2ccco2)cc1	-0.5	-11.9	-2.5	2.5	3.7	-5.6	-0.3	18.0	18.1	92.9	-0.9
CCC[N+]1(CC#CC(O)(c2ccccc2)C2CCCCC2)CCCCC1 (stereo unspecified)	0.2	-3.8	0.7	1.5	19.2	18.1	3.2	38.6	-2.7	nt	-3.9
COc1ccc(NS(=O)(=O)c2cc(NC(=O)c3cncc(Br)c3)ccc2OC)cc1	6.4	26.3	-2.0	-10.3	0.9	-17.9	-1.7	-1.5	-8.9	nt	-0.2
O=C(CCS(=O)(=O)c1cccc2nonc12)Nc1ccc(Br)cc1	0.4	-21.0	-0.4	-1.7	1.2	9.8	2.4	13.0	-2.5	nt	-0.2
Cc1ccc(-c2noc(C3CCN(S(C)(=O)=O)CC3)n2)o1	2.6	16.5	2.9	-5.1	-5.4	33.8	2.3	45.6	-8.6	98.4	1.0
COC(=O)c1c(-c2ccccc2)nn(-c2ccccc2)c1C(=O)OC	2.3	16.1	-1.2	-4.3	5.4	-16.8	4.8	-17.7	-7.3	92.8	-1.1
COc1ccccc1CNc1cc(-c2ccccc2)ccc1OC	2.5	-39.1	0.3	-0.4	-12.9	-4.7	1.6	-6.5	-0.5	122.8	2.3
CCCOc1ccc(C2c3c(oc4ccccc4c3=O)C(=O)N2CCN(CC)CC)cc1OC (stereo unspecified)	3.8	-3.7	0.2	1.5	13.6	7.1	1.6	4.9	-5.7	112.0	-2.4
Cc1c(NS(=O)(=O)c2cccc(C(=O)NCc3ccc(Cl)cc3)c2)c(=O)n(-c2ccccc2)n1C	2.6	3.1	1.0	7.7	5.7	6.9	4.0	4.2	-5.7	106.4	-0.9
COC(=O)c1ccsc1NC(=O)CCS(=O)(=O)c1ccc(Cl)cc1	0.8	1.7	0.5	6.0	2.1	5.2	-0.8	-6.4	-8.6	101.5	-0.4
CC(=O)c1cccc(Oc2ncccn2)c1	1.4	0.9	-0.9	-0.2	-6.3	-0.7	-0.2	1.2	-7.2	92.2	1.1
O=C1NC(=Nc2ccccc2)SC1Cc1cccc(Cl)c1Cl (stereo unspecified)	2.2	6.2	-0.2	-1.7	-2.3	12.3	0.3	-17.7	0.7	103.1	0.4
CC(=O)Nc1nnc(S(=O)(=O)N2CCN(c3ccc(Cl)cc3[N+](=O)[O-])CC2)s1	0.5	2.3	-0.8	4.0	-7.3	-17.4	3.0	-14.6	-9.6	94.8	1.4
O=C(NC1CCCC1)C(c1c(F)cccc1Cl)N(C(=O)c1csnn1)C1CC1 (stereo unspecified)	1.4	-6.9	-0.1	2.8	6.1	-1.7	4.0	20.7	-0.3	112.7	-0.9
O=C(CN1C(=O)C2(OCCO2)c2ccccc21)c1ccc(F)cc1	-1.0	-32.1	0.7	0.2	5.2	430.6	-0.6	-6.7	2.8	102.5	-1.0
CN1C(=S)SC(N(O)C=C2C=CC(=O)C=C2)C1(C)C (stereo unspecified)	4.4	-10.8	1.6	3.0	6.1	-14.8	-1.1	-17.7	2.4	101.6	-1.1
Cc1nn(CC(=O)NCC2CCCO2)c(=O)c2ccccc12 (stereo unspecified)	3.9	-15.8	-0.8	1.2	7.9	-5.4	2.7	-7.7	-11.6	95.0	-1.3
Cc1cc(=O)[nH]c(SCC(=O)Nc2c(C)n(C)n(-c3ccccc3)c2=O)c1C#N	2.4	0.6	-0.8	-0.2	5.2	-19.0	1.3	3.3	-9.4	nt	-1.2
Cc1nnc(NC(=O)CCC(=O)N2CCN(CCOc3cccc4ccccc34)CC2)s1	2.1	nt	-1.4	nt	nt	3.4	0.4	nt	nt	117.3	nt
O=C(NCCS(=O)(=O)N1CCN(c2cccc(Cl)c2)CC1)c1cc(=O)c2ccccc2o1	0.6	-8.6	-2.0	1.1	12.6	22.2	3.4	11.5	-4.1	101.5	-2.4
N/C(Cc1cccc2ccccc12)=N\OC(=O)c1cccs1	nt	9.1	-0.3	0.6	5.1	-12.7	2.4	19.3	1.2	80.8	-1.0
Cc1ccc(C(=O)Nc2cc(S(=O)(=O)N3CCOCC3)ccc2N2CCCC2)cc1	0.1	12.0	1.9	-3.3	12.8	5.2	0.3	-31.4	-5.3	105.0	-2.4
CCOC(=O)c1ccc(NC(=O)c2c(NC(=O)CCC(=O)O)sc3c2CCCCC3)cc1	0.4	nt	-0.3	nt	nt	630.8*	0.4	3.3	nt	100.7	nt
CCCCc1cc(=O)oc2cc(OCC(=O)NCc3ccccn3)c(Cl)cc12	-0.2	-5.3	-2.6	-2.3	14.9	7.7	1.9	7.4	3.2	100.4	-3.0
CN(C)/C=N/c1cc(=O)n(C)c(=O)n1CC1CC1	1.3	-18.2	0.7	6.2	22.1	-17.6	0.8	-2.0	4.7	nt	-3.8
COc1ccccc1C1CC(c2cccs2)=NN1C(=O)CCC(=O)O (stereo unspecified)	-3.7	-33.9	0.2	1.2	4.5	9.0	5.3	-31.5	-6.4	117.5	-0.9
Cc1noc(C)c1CSCC(=O)N(CCC(C)C)c1c(N)n(Cc2ccccc2)c(=O)[nH]c1=O	3.2	-1.3	1.3	1.3	-2.5	-18.9	1.2	-5.3	-3.0	nt	0.5
Cc1cc(C(=O)N/N=C/C=C/c2ccc(Br)cc2)n[nH]1	-2.9	-3.3	0.8	-1.6	18.2	14.6	-1.3	3.9	7.5	105.8	-3.4
COc1ccc(N2C(=O)CN(Cc3cc(OC)c(OC)c(OC)c3)C2=S)cc1	0.3	-16.9	-1.5	6.6	3.6	-1.6	-0.4	15.0	-0.2	93.9	-0.8
O=C(C1CCN(S(=O)(=O)Cc2ccccc2)CC1)N1CCN(c2ncccn2)CC1	1.4	-19.1	-1.2	4.6	6.2	8.8	1.9	-12.3	-8.2	107.8	-1.2

No new results follow: 2 of the compounds above.
SMILES	phage Ecoli inh	HTR5A inv ag	E coli growth	HTR5A ag ctr	OPRM1-OPRD1 inv	SUMO Mot1 rescue	AddAB inh	PfHsp90 yeast 2	PKA-R1A activ	Pemphigus Ab inh	MOR-DOR ag
Cc1c(NC(=O)CNCc2ccc3c(c2)OCO3)c(=O)n(-c2ccccc2)n1C	0.5	24.2	0.2	2.8	9.7	13.9	2.0	4.8	-14.2	88.3	-1.9
CCc1sc(C(=O)NCCCN2CCCC2=O)cc1Br	1.9	3.7	0.1	2.1	6.4	-8.5	0.4	13.7	-7.4	103.1	-1.2
